Assay outcomes: PubChem, The Scripps Research Institute Molecular Screening Center
Tn7 DDE FP – inhibitors of Tn7 peptide binding to fibrin DD(E), primary screen, biochemical, fluorescence polarization, human fibrin, Tn7 probe. inhibition, % at 8.3 µM. FP displacement of FITC-Tn7 peptide from fibrin DD(E); 0% = median of compound wells per plate. Fibrinogen beta chain (Homo sapiens), P02675. 370,000 tested, 0.13% active;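 active = inhibition above the mean of compounds falling within the control limits plus 3 SD of them, cut at about 14% in these data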;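 note: 0% = plate median of compound wells and 100% = 10 µM Aha-Tn7 peptide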
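Assay system: Human clot-derived fibrin DD(E) complex | Buffer or medium: Tris/NaCl/CaCl2 buffer, pH 7.8 | Repeats: One replicate per compound | Benchmarks: Aha-Tn7 high control | Measure: % inhibition scaled between sample-field median and high-control FP | Schedule: 10 min plus 3 h, room temperature | Signal: Fluorescence polarization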
TDP2 inh – human TDP2 enzyme inhibitors, primary screen, biochemical, epi absorbance, recombinant enzyme; Tyrosyl-DNA phosphodiesterase 2 (Homo sapiens), O95551; T5PNP hydrolysis, p-nitrophenol absorbance 415 nm; inhibition, % at 12.8 µM; 370,000 tested, 0.34% active; AID 720702, 2013;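 active = inhibition above the mean of all tested compounds plus 3 SD, set per campaign, cut at about 25% in these data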;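 note: 0% = DMSO with enzyme and 100% = buffer with substrate but no TDP2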
Target sequence (O95551 whole entry, looked up): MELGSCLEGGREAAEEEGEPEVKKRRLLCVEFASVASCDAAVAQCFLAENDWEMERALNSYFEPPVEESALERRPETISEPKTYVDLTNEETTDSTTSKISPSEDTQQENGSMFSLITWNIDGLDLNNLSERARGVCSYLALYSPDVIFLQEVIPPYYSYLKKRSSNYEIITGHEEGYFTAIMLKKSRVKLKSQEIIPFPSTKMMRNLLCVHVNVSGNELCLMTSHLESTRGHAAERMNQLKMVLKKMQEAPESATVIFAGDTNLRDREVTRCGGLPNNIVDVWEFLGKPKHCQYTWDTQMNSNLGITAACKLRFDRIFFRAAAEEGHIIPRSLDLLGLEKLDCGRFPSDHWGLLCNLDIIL
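System: recombinant human TDP2 / Amount: 120 nM TDP2 per well / Also added: 5 mM T5PNP chromogenic substrate / Doses: 12.8 µM single point, 1% DMSO / Incubation: 2 h at 37 °C / Detection: p-Nitrophenol epi absorbance / Evaluation: % inhibition relative to enzyme-containing and enzyme-free wells / Repeats: singlicate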
ADAM10 inh – human ADAM10 inhibitors, primary screen, biochemical, QFRET, HTS; Disintegrin and metalloproteinase domain-containing protein 10 (Homo sapiens), O14672; recombinant ADAM10, EDANS/DABCYL FRET peptide cleavage, 3 h; inhibition, % at 7 µM; 370,000 tested, 0.62% active; AID 720582, 2013;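 active = inhibition above a per-campaign cutoff equal to the mean of compounds falling between control-based bounds plus 3 SD, cut at about 20% in these data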;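 note: 0% = DMSO wells while the 100% control is not disclosed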
SIAE primary – human SIAE inhibitors, primary screen, biochemical, fluorescence polarization, FP-Rh probe, 1536-well HTS; Sialate O-acetylesterase (Homo sapiens), Q9HAT2; SIAE FP-Rh probe binding; inhibition, % at 9.66 µM; 370,000 tested, 0.69% active; AID 1053197, 2014;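 active = inhibition above a cutoff: mean of compounds within the control limits plus 3 SD of those, cut at about 17% in these data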;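 note: 0% = plate median of compound wells and 100% = probe without SIAE protein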
ADAM17 inh – ADAM17 inhibitors, primary screen, biochemical, QFRET | Disintegrin and metalloproteinase domain-containing protein 17 (Homo sapiens), P78536 | recombinant ADAM17, EDANS/DABCYL FRET peptide cleavage | inhibition, % at 6.95 µM | 370,000 tested, 0.83% active | AID 720648, 2013;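 active = inhibition above the mean of compounds lying between control limits plus 3 SD, set per campaign, cut at about 8.5% in these data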;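 note: 0% = DMSO-only wells as the low control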
PLC-beta3 inh – human PLC-beta3 inhibitors, primary screen, biochemical, fluorescence. Purified PLC-beta3, fluorogenic substrate. inhibition, % at 12.2 µM. 370,000 tested, 0.18% active. AID 720704, 2013; in the data active = inhibition above about 11%;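 note: 0% = median of compound wells on plate and 100% = full blocker control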
ASAP1 GAP inh – inhibitors of human ASAP1 ArfGAP activity, primary screen, biochemical, fluorescence polarization; 360,000 tested, 0.19% active; ASAP1-stimulated ARF1 GTP hydrolysis, GDP FP detection; Arf-GAP with SH3 domain, ANK repeat and PH domain-containing protein 1 (Homo sapiens), …; inhibition, % at 16.5 µM; in the data active = inhibition above about 25%;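 note: 0% = vehicle with enzyme and substrate and 100% = no enzyme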
Target sequence (Q9ULH1 325-724 limits assumed): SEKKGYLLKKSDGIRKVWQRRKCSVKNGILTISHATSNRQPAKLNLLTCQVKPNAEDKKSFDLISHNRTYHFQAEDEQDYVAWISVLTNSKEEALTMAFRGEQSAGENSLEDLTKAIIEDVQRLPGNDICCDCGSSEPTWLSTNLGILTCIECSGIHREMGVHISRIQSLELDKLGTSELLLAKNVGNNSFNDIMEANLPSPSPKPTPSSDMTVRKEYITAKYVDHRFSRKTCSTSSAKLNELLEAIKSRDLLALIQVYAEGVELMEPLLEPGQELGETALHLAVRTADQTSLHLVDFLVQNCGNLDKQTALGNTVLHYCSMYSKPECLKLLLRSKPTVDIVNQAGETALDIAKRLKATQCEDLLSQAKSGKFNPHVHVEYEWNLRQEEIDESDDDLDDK
ARFGAP1 inhibitor – inhibitors of rat ARFGAP1 GAP activity, primary screen, biochemical, fluorescence polarization, GDP tracer; ADP-ribosylation factor GTPase-activating protein 1 (Rattus norvegicus), Q62848; Arfgap1-stimulated ARF1 GTP hydrolysis, GDP FP detection; inhibition, % at 16.5 µM; 360,000 tested, 0.26% active;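 active = inhibition above a per-plate limit, mean inhibition of low control wells plus 3 SD, cut at about 25% in these data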;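 note: 0% = DMSO wells with enzyme and 100% = wells lacking Arfgap1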
Target sequence (Q62848 1-136 limits assumed): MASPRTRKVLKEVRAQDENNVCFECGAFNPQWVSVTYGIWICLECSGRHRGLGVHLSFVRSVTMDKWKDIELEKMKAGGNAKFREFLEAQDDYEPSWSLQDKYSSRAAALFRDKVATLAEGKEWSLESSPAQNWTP
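Material: rat Arfgap1 catalytic domain, aa 1-136; also added: human ARF1(Δ1-17)-GTP substrate; compound dosing: one concentration, 16.5 µM, DMSO 1.26%; incubation: GTP hydrolysis reaction 2 h at 25 °C; measured by: Tracer-displacement fluorescence polarization with EDTA stop, 620/688 nm; evaluation: % inhibition from polarization; repeats: one replicate per compound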
DDE Tn6 FP inh – inhibitors of Tn6 peptide binding to fibrin DD(E), primary screen, biochemical, fluorescence polarization, human fibrin, Tn6 probe; Fibrinogen beta chain (Homo sapiens), P02675; Fibrin DD(E) TRITC-Tn6 fluorescence polarization displacement; inhibition, % at 8.3 µM; 370,000 tested, 0.21% active; AID 720509, 2013;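 active = inhibition above a per-campaign cutoff: mean of compounds within control limits plus 3 SD, cut at about 15% in these data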;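 note: 0% = median of all compound wells on the plate and 100% = blocking peptide control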
PLC-gamma1 inh – PLC-gamma1 enzyme inhibitors, primary screen, biochemical, fluorescence, purified enzyme; inhibition, % at 12.2 µM; fluorogenic substrate; 1-phosphatidylinositol 4,5-bisphosphate phosphodiesterase gamma-1 (Homo sapiens), P19174; 370,000 tested, 0.84% active; in the data active = inhibition above about 9.5%
An asterisk follows results filed as active; . = no result given.

ADAM10 inh	ARFGAP1 inhibitor	Tn7 DDE FP	DDE Tn6 FP inh	ASAP1 GAP inh	PLC-gamma1 inh	ADAM17 inh	TDP2 inh	PLC-beta3 inh	SIAE primary	SMILES
-3	0	-5	4	7	-35	-1	-12	-58	-10	CSc1ccc(C2=CC(=O)C[C@H](c3ccc(Cl)cc3)C2)cc1
-2	-27	-3	-10	-40	-5	-2	21	-18	9	Cc1ccc(C)n1-c1ccc(N(C)C)cc1
4	7	2	-1	6	1	4	-6	2	3	Cc1cc(C)cc(OCC(=O)NCCN2CCOCC2)c1
13	.	5	0	.	0	6	-3	-2	-19	Cc1nn(-c2ccccc2)c(C)c1/C=N\NC(=O)CSc1nc2ccccc2n1Cc1ccc(Cl)cc1
-1	-1	-4	-4	3	2	1	2	0	16	CCN(C(=S)Nc1ccc(Oc2ccccc2)cc1)c1ccccc1
-4	1	-8	1	2	2	-3	1	-2	5	NC(=O)c1ccc(NCC2COc3ccccc3O2)c([N+](=O)[O-])c1 (stereo not drawn)
-10	13	-10	-4	13	0	-4	-2	-7	8	COc1ccc(NC(=O)c2ccccc2NC(=O)C2CC=CCC2C(=O)O)cc1 (stereo not drawn)
7	7	-1	-3	4	2	0	-6	-1	-10	Cc1ccc(C2CC(=O)c3cnc(N4CCc5ccccc5C4)nc3C2)cc1 (stereo not drawn)
-304	-5	-5	0	7	-61	-85	8	-75	12	CCc1c(C)c2ccc(OC(C)C(=O)NC(Cc3c[nH]c4ccc(O)cc34)C(=O)O)c(C)c2oc1=O (stereo not drawn)
-32	4	1	-7	6	-1	-18	-12	-9	-6	CCN1CCC(Nc2ccnc3cc(Cl)ccc23)CC1
-16	8	-6	-2	-2	-35	-6	2	-47	-3	CC(C)(C)c1nnc2sc(SCC(O)=C(C#N)c3nc4ccccc4[nH]3)nn2c1=O
10	6	-1	1	12	6	-1	-7	6	1	COc1cc(C)nc(N2CCCC(C(=O)NCC(C)C)C2)n1 (stereo not drawn)
-12	-11	7	8	-8	0	0	3	0	14	COc1ccc(C2N(c3ccc(Cl)cc3)C(=O)C3CCCN32)cc1 (stereo not drawn)
5	19	-5	-5	6	1	7	-26	4	-63	CC(C)(C)C(=O)Nc1ccc(C(=O)N/N=C/c2ccccc2OC(=O)c2ccc(Cl)cc2)cc1
8	5	7	1	-3	-1	-3	3	-3	-5	O=C(Nc1ccccc1-c1ccccc1)C12CC3CC(CC(C3)C1)C2
-8	-17	-6	-9	-2	0	5	-12	-4	-4	O=C(COC(=O)c1nc(Cl)ccc1Cl)NNC(=O)c1cccs1
-3	4	-2	0	10	5	-3	2	2	-4	O=C(O)c1cc(Nc2nc(N3CCOCC3)nc(N3CCOCC3)n2)ccc1Cl
9	1	2	1	7	12*	9	-18	6	-13	Cc1ccc(SCc2ccc(C(=O)Nc3cc([N+](=O)[O-])ccc3C)cc2)cc1
-5	3	-11	-3	10	2	1	3	4	-5	COc1ccc(NC(=O)c2ccc3c(c2)n(C)c(=O)n3C)cc1
-7	1	2	4	-6	1	-5	-4	1	1	CC(=O)N(c1ccccc1C)c1ccccc1C
-3	18	5	-6	4	2	-3	14	-5	2	Cc1nonc1NC(=O)c1oc2ccc(F)cc2c1C
-24	3	5	-6	-8	-22	-4	-4	-32	2	COc1ccc(NC(=O)C2CCN(c3cnccn3)CC2)cc1OC
2	-7	-5	6	-9	1	0	-6	-4	-3	COc1ccc(CCNC(=O)C2CCCN2C(=O)Nc2cccc(OC)c2)cc1 (stereo not drawn)
7	4	1	5	-3	2	1	11	-3	3	O=C(c1ccccc1Cl)N(Cc1ccccc1F)N1C(=O)CCCC1=O
-6	-12	6	-2	4	2	-5	-1	-1	-1	CC(=O)Nc1nc2ccccc2n1Cc1ccccc1C

Next part (four carried over from the part before).
ADAM10 inh	ARFGAP1 inhibitor	Tn7 DDE FP	DDE Tn6 FP inh	ASAP1 GAP inh	PLC-gamma1 inh	ADAM17 inh	TDP2 inh	PLC-beta3 inh	SIAE primary	SMILES
-24	3	5	-6	-8	-22	-4	-4	-32	2	COc1ccc(NC(=O)C2CCN(c3cnccn3)CC2)cc1OC
2	-7	-5	6	-9	1	0	-6	-4	-3	COc1ccc(CCNC(=O)C2CCCN2C(=O)Nc2cccc(OC)c2)cc1 (stereo not drawn)
7	4	1	5	-3	2	1	11	-3	3	O=C(c1ccccc1Cl)N(Cc1ccccc1F)N1C(=O)CCCC1=O
-6	-12	6	-2	4	2	-5	-1	-1	-1	CC(=O)Nc1nc2ccccc2n1Cc1ccccc1C
-9	12	0	8	-9	-1	-1	-10	-8	-4	CCC1CCCCN1CCCNC(=O)CN1C(=O)COc2ccc(S(=O)(=O)N3CCOCC3)cc21 (stereo not drawn)
8	-1	2	-1	-12	0	3	-2	-3	3	COC(=O)c1ccc(NC(=O)CSc2nccn2CCc2ccccc2)cc1
-42	-2	3	6	-5	-32	-17	-7	-65	-11	O=C(NCc1ccc(F)cc1)c1c2c(nc3ccccc13)CCC2
-5	-1	-8	2	-14	0	-5	-5	-1	4	O=C(NC1CCCCC1)C(c1ccccc1)N1CCC2(CC1)OCCO2 (stereo not drawn)
11	11	1	4	-8	-4	2	-1	-4	6	CCOC(=O)C1Nc2ccc(OC(F)(F)F)cc2C2C=CCC12 (stereo not drawn)
1	-3	-4	7	1	3	3	-7	-5	-5	COc1ccc(CNC(=S)NCc2ccc(Cl)cc2)cc1OC
2	0	7	-4	-10	1	-3	5	0	5	CC1=CC(C)(C)NC(=S)N1c1ccc(C)cc1
-11	1	-7	2	3	-89	-5	-3	-105	-1	CCc1nnc(NC(=O)c2ccc(-c3ccc([N+](=O)[O-])cc3Cl)o2)s1
6	11	5	2	9	1	-5	3	-1	-1	CN(C)S(=O)(=O)c1ccc(C(=O)NCCSc2ccccc2)cc1
9	-3	-8	0	12	-7	5	-15	-12	-7	O=C1C=C(/C=C/c2ccccc2)C[C@@H](c2ccc(F)cc2)C1
-2	-5	-8	9	2	-6	-1	-4	-3	5	COc1cccc2sc(=NC(=O)CS(=O)(=O)c3ccc(Cl)cc3)n(C)c12
-10	-10	9	4	5	-1	-3	0	2	-3	COc1ccc(CN2CCN(C(=O)Cn3ncn4cccc4c3=O)CC2)c(OC)c1OC
3	7	2	-5	-2	0	4	-10	-5	2	O=C(Nc1ccccc1)Nc1ccc2c(c1)CCC2
-4	-2	0	12	10	4	-4	-12	-2	-4	Cn1nc(C(=O)Nc2c(-c3ccccc3)nc3sccn23)c2ccccc2c1=O
1	-11	-6	-1	-15	8	9.9*	-6	-1	-6	O=C(NNC(=O)C1CCC1)c1ccccc1F
3	20	-11	4	-5	-1	0	-3	3	-1	CC1c2nc3ccccc3n2C(CC(=O)NCCCN2CCOCC2)C(=O)N1Cc1ccccc1 (stereo not drawn)
-5	4	-8	5	-8	1	-2	9	5	3	COc1ccc2[nH]cc(CCNC(=O)Cn3cc(C)c(=O)[nH]c3=O)c2c1
5	-12	-7	3	0	4	-2	-1	-3	4	CC(C)(C)NC(=O)N1CCC(CO)(Cc2ccccc2Cl)CC1
-32	-1	10	-1	-3	-61	-31	-3	-78	-1	O=C(O)CCNc1nc(-c2ccccc2)c2cc(Br)ccc2n1
1	-12	8	1	5	-13	5	-14	-17	-2	CSC1=N/C(=C\c2ccc(C)o2)C(=O)S1
-5	-10	-7	2	9	-2	-1	7	0	-8	COc1ccc(NC(=O)CNC(=O)Cc2cccc3ccccc23)cc1
-10	-10	-6	0	-1	-11	-2	0	-16	-2	Cc1cc(N2CCCC2)c(C)cc1C=O
-1	-2	7	2	11	-1	-4	-1	-6	-7	CCN(CC)C(=O)Cn1cnc2sc(C(=O)NCCCN3CCOCC3)c(C)c2c1=O
7	7	-3	4	1	2	1	-10	-6	-4	CC(=O)c1ccc(N2CCN(S(=O)(=O)c3ccc4c(c3)NC(=O)CO4)CC2)cc1
0	6	-9	2	-2	2	-1	1	2	-3	C=CCn1c(C(C)NC(=O)CCC)nc2ccccc21 (stereo not drawn)
-4	4	4	1	1	2	0	-1	5	4	Clc1ccc(OCCCCCN2CCCC2)c(Br)c1
